Screening results as filed in PubChem BioAssay.
Akt phos inh – blocks phosphorylation of Akt; Neuro2A IGF-stimulated pAkt S473 HTRF, 20 min; active compounds read low; activity change, % for hits at 50 µM; 0.32% of 360,000 active; in the data active means activity change below about -80%; inconclusive means mostly about -51% to -80%; further: on the % scale 0 is the no-effect control and ±100 the full control effect
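Neuro2A cells (4,500/well, DMEM with 0.5% FBS) were treated with compound at a single 50 µM final concentration, stimulated with 6 nM IGF for 20 min at 37 °C, and lysed. Phospho-Akt Ser473 was read by HTRF as 665/615 ratio ×10^4.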
Nrf2 inh – blocks Nrf2 signaling | 2.1% of 360,000 active | A549 ARE-Fluc reporter, luciferase luminescence, 18-24 h | Potency, µM (titrated, usually from 46 µM), for inactives: top-dose activity change, negative = inhibition, hits mostly inhibitors | AID 504444; further: potency means the concentration at half of the fitted maximal effect; on the % scale 0 is the no-effect control and ±100 the full control effect; nearly all actives have a fitted effect of over 60% in size
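Nrf2 function is reported as luminescence of an ARE-controlled luciferase in A549 cells. Compounds were tested at several concentrations, and a CellTiter-Fluor read on the same wells flagged cytotoxicity.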
Mm-Cpn inhibitor – M. maripaludis TRiC chaperonin inhibition; AID 504842; 0.031% of 330,000 active; purified Mm-Cpn ATPase, ADP Transcreener TR-FRET; Potency, µM (top dose mostly 76.9 µM), inactives show at the top dose activity, negative = inhibition, most hits filed as inhibitors; further: potency means the concentration at half of the fitted maximal effect; on the % scale 0 is the no-effect control and ±100 the full control effect; nearly all actives have a fitted effect of over 80% in size
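Quantitative HTS used 25 nM Mm-CPN and 10 uM ATP in magnesium/KCl Tris buffer, pH 7.4, with 1 mM DTT. Hydrolysis ran 30 min at 37°C; ADP was read by HTRF.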
Nrf2 activator – Nrf2 pathway activation; AREc32 ARE-luciferase reporter (MCF7-derived line), luminescence, 24 h; Potency, µM (highest dose often 46.1 µM), for the others: at the highest dose activation, usual class: activators; 0.31% of 410,000 active; AID 624171; further: potency means the concentration at half of the fitted maximal effect; % of control where 0% means no effect; nearly all actives have a fitted effect of over 65% in size
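Each well held 1000 AREc32 cells, which were incubated with compound for 24 hr at 37 deg C after overnight attachment, and ARE reporter activity was quantified by firefly luciferase luminescence.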
TGFb inhibitor – blocks TGF-b signaling | HepG2 CAGA-GFP TGF-b/SMAD3 reporter, GFP fluorescence, 18 h; TGF-beta stimulated, 500 pg/mL final | 1.2% of 410,000 active | Potency, µM (doses to about 46.1 µM), inactives show top-dose activity, negative = inhibition, hits mostly inhibitors; further: potency means the concentration at half of the fitted maximal effect; on the % scale 0 is the no-effect control and ±100 the full control effect; nearly all actives have a fitted effect of over 65% in size
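Cell-based qHTS in HEPG2 carrying a CAGA-GFP Smad reporter; compounds added before 500 pg/mL final TGF-beta, 18 h incubation at 37 degrees C, GFP fluorescence quantified per cell by imaging cytometry.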
EPAC2 antagonist – blocks human EPAC2 exchange factor; AID 720708; EPAC2 GEF exchange of Rap1B-BODIPY-GDP, fluorescence; Potency, µM (series often up to 114 µM), for inactives: top-dose activity, negative = inhibition, hits mostly inhibitors; Q8WZA2; 0.18% of 360,000 active; further: potency means the concentration at half of the fitted maximal effect; on the % scale 0 is the no-effect control and ±100 the full control effect; nearly all actives have a fitted effect of over 45% in size; many of its hits are not listed in these tables
Target sequence (Q8WZA2 whole entry, looked up): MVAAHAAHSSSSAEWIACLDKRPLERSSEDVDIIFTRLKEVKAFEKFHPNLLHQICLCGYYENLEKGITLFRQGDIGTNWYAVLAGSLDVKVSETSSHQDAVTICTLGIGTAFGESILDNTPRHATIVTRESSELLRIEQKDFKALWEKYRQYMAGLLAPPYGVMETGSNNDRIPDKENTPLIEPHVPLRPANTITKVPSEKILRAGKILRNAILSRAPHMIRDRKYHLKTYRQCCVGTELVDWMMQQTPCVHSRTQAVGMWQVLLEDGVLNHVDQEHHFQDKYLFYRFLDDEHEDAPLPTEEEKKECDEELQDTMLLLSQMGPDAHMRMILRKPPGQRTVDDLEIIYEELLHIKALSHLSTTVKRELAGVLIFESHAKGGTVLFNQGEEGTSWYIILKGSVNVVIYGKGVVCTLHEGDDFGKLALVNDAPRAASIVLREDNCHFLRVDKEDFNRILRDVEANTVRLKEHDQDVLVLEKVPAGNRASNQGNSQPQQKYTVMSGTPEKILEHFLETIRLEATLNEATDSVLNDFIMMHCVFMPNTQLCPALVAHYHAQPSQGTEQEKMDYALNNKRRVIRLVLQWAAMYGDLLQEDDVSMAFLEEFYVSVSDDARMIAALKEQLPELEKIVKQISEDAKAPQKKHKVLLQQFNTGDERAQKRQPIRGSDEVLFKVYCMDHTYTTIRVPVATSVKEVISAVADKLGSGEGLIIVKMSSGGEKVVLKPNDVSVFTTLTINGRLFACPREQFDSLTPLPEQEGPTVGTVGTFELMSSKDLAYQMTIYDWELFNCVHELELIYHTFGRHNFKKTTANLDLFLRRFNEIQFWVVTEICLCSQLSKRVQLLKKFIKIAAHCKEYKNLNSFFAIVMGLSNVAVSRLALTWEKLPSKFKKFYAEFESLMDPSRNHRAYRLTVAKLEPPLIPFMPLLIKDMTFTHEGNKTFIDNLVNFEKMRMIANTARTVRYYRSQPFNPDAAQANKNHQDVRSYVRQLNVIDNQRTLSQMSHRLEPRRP
CCT chaperon mod – modulators of cytosolic chaperonin (CCT/TRiC) activity; activity change, % (test concentration not listed), hits read low; purified chaperonin ATPase assay, HTRF ADP detection, 30 min; 0.3% of 360,000 active; in the data active means activity change below about -30%; further: on the % scale 0 is the no-effect control and ±100 the full control effect
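We incubate TRiC, 40 or 20 nM final, with library compounds at 76 uM and 10 uM ATP for 30 min at 37 °C. ADP formed is detected with Transcreener HTRF reagents after 30 min at room temperature.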
A549 tox – A549 cytotoxicity, counter-screen for Nrf2 inhibitors. A549 ARE-Fluc cells, CellTiter-Fluor viability, 18-24 h. Potency, µM (doses to about 46 µM), without a hit: at the highest dose activity change, negative = cytotoxicity, hits mostly inhibitors. 0.16% of 390,000 active. AID 504648; further: potency means the concentration at half of the fitted maximal effect; on the % scale 0 is the no-effect control and ±100 the full control effect
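A549 ARE_Fluc cells in 5% FBS OPTI-MEM were exposed to compounds in concentration-response for 18-24 h at 37 deg C. Viability was read by CellTiter-Fluor fluorescence (Ex 405/Em 525) after 30 min, before the luciferase read.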
EPAC2 ag – EPAC2 (human) agonism; Potency, µM (doses to about 154 µM), inactives show at the highest dose activation, actives largely listed as activators; 0.079% of 360,000 active; EPAC2 activation, biochemical qHTS; response scale: 100% = 6.5 mM cAMP response; AID 720711; further: potency means the concentration at half of the fitted maximal effect; nearly all actives have a fitted effect of over 50% in size
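Readout is BODIPY fluorescence (480 nm excitation, 540 nm emission), which falls as labeled GDP is exchanged off Rap1B. EPAC2 at 100 nM acted on 250 nM RAP1B-BODIPY-GDP with 50 uM GDP present.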
Starred values were filed as active, the others as inactive; i = inactive; u = inconclusive; x = not tested or not shown; [ ] = another dose, or the depositor's remark. Unless noted, the call rests on the fitted dose curve; in most records, active means well fitted curve in the direction sought with a large enough effect; inconclusive means small, poorly fitted or top-dose-only effect, or another doubt; inactive means no such curve, though single readings can be large; an effect the other way counts as inactive or inconclusive. Only part of the results is shown; the hit share may differ from the screen's.

# | SMILES | Akt phos inh | Nrf2 inh | Mm-Cpn inhibitor | Nrf2 activator | TGFb inhibitor
1 | COc1ccc(C(=O)c2sc(Nc3ccccc3F)nc2N)cc1 | i | u | -3.9% | 11.0% | -20.6%
2 | CCOC(=O)c1cnc2c(OC)cccc2c1N1CCN(c2ccccc2F)CC1 | x | u | x | 3.5% | u
3 | O=C(Nc1cccc(-c2cccc(Cl)c2)c1)C1CCN(Cc2ccon2)CC1 | i | u | 0.6% | 0.8% | u
4 | COc1ccc(C2CC(c3ccc(OC)cc3OC(C)=O)=NN2C(=O)c2ccccc2)cc1 (centres undefined) | i | u | -4.9% | 4.8% | u
5 | Cc1ccsc1C(=O)OCC(=O)Nc1c(Cl)cccc1C(F)(F)F | i | -2.6% | 0.0% | -0.2% | -7.1%
6 | CC(C)Cn1c(N)c(C(=O)NCC2CCCO2)c2nc3ccccc3nc21 (centres undefined) | i | u | 0.2% | 4.4% | u
7 | CC(C)C[C@H](NC(=O)c1nc[nH]c1C(=O)NCCCCCNC(=O)OC(C)(C)C)C(=O)OCc1ccccc1 | i | 1.6% | x | 6.5% | u
8 | CCc1ccc(-c2nc(CN3CCC(C(=O)NCc4ccc(F)cc4)CC3)c(C)o2)cc1 | x | 23.2% | -2.6% | 3.5% | 15.4%
9 | O=C(NNC(=O)c1ccc(Cl)cc1Cl)c1ccc2ccccc2c1 | i | -6.2% | x | 0.3% | -6.1%
10 | O=C(Cc1csc(-c2ccc(Cl)cc2)n1)Nc1cccc(S(=O)(=O)NC2=NCCC2)c1 | i | 23.1µM* | -9.9% | 0.8% | -34.3%

# | EPAC2 antagonist | CCT chaperon mod | A549 tox | EPAC2 ag
1 | -11.5% | 0.2 | -2.4% | 14.5%
2 | x | x | -7.8% | x
3 | 4.7% | 0.8 | -10.6% | 22.1%
4 | -1.2% | 0.6 | 0.9% | 11.3%
5 | 3.8% | 0.0 | -1.9% | 7.0%
6 | -25.4% | -2.3 | u | -2.2%
7 | u | 0.4 | 0.9% | -12.2%
8 | 24.0% | 1.9 | -2.8% | -2.7%
9 | 9.4% | -2.6 | -5.5% | 11.5%
10 | 7.1% | 1.3 | u | 15.6%

Other entries
# | SMILES | Akt phos inh | Nrf2 inh | Mm-Cpn inhibitor | Nrf2 activator | TGFb inhibitor
11 | CSc1ccccc1NC(=O)C1CCN(S(C)(=O)=O)CC1 | i | -1.3% | 0.1% | 0.1% | 21.4%
12 | CC(C)(C)c1ccc(C(=O)NCC(=O)N2CCC3(CC2)NCCc2[nH]cnc23)cc1 | i | 4.3% | -1.9% | 0.0% | -1.0%
13 | O=C(O)c1cccc(Cn2c(Cl)c(/C=N/NC(=O)c3ccccc3O)sc2=O)c1 | i | 6.3% | 1.8% | -0.7% | -10.0%
14 | Cn1cc([N+](=O)[O-])c(C(=O)Nc2cnn(Cc3ccc(F)cc3)c2)n1 | i | 8.4% | -1.8% | 0.1% | 90.0%[activator]
15 | CCCCCCCC(=O)NNC(=O)c1ccc([N+](=O)[O-])cc1 | i | x | -0.3% | -1.2% | 25.0%
16 | CCOc1cc(C(=O)N(C)c2ccccc2)cc(OCC)c1OCC | i | 5.2% | 3.8% | 0.2% | -17.2%
17 | CCOc1ccc(C(=O)Nc2cccc(-c3nc4cccnc4s3)c2C)cc1OCC | x | 10.3% | x | 0.5% | -25.9%
18 | Cc1ccccc1NCC(=O)N/N=C/c1c(C)c(C(=O)c2ccc(Cl)cc2)n2ccccc12 | i | -1.0% | 1.0% | -0.7%[9.22 µM] | -6.4%
19 | CCC(=O)N1CCCC1(C)C(=O)Nc1ccc(C)c(C)c1 (centres undefined) | i | x | x | -1.3% | -5.0%
20 | O=C(NNC(=O)c1ccccn1)c1ccc(OC(F)F)cc1 | i | u | 1.8% | -0.6% | -7.7%

# | EPAC2 antagonist | CCT chaperon mod | A549 tox | EPAC2 ag
11 | 10.6% | -1.5 | 2.4% | 11.1%
12 | 6.3% | -2.8 | 0.8% | 0.5%
13 | -3.9% | -1.2 | 2.5% | 6.0%
14 | 12.4% | -1.8 | -5.5% | 5.3%
15 | -0.4% | 0.6 | -7.9% | -7.1%
16 | -2.4% | -1.6 | -2.7% | 0.5%
17 | x | x | -1.7% | x
18 | 10.0% | -0.5 | -1.6% | 3.9%
19 | 20.9% | -0.5 | x | 1.8%
20 | 2.5% | -0.9 | -16.1% | 0.1%

Part of the list above in another layout:
nr	molecule	Akt phos inh	Nrf2 inh	Mm-Cpn inhibitor	Nrf2 activator	TGFb inhibitor	EPAC2 antagonist	CCT chaperon mod	A549 tox	EPAC2 ag
7	CC(C)C[C@H](NC(=O)c1nc[nH]c1C(=O)NCCCCCNC(=O)OC(C)(C)C)C(=O)OCc1ccccc1	i	1.6%	x	6.5%	u	u	0.4	0.9%	-12.2%
8	CCc1ccc(-c2nc(CN3CCC(C(=O)NCc4ccc(F)cc4)CC3)c(C)o2)cc1	x	23.2%	-2.6%	3.5%	15.4%	24.0%	1.9	-2.8%	-2.7%
9	O=C(NNC(=O)c1ccc(Cl)cc1Cl)c1ccc2ccccc2c1	i	-6.2%	x	0.3%	-6.1%	9.4%	-2.6	-5.5%	11.5%
10	O=C(Cc1csc(-c2ccc(Cl)cc2)n1)Nc1cccc(S(=O)(=O)NC2=NCCC2)c1	i	23.1µM*	-9.9%	0.8%	-34.3%	7.1%	1.3	u	15.6%
11	CSc1ccccc1NC(=O)C1CCN(S(C)(=O)=O)CC1	i	-1.3%	0.1%	0.1%	21.4%	10.6%	-1.5	2.4%	11.1%
12	CC(C)(C)c1ccc(C(=O)NCC(=O)N2CCC3(CC2)NCCc2[nH]cnc23)cc1	i	4.3%	-1.9%	0.0%	-1.0%	6.3%	-2.8	0.8%	0.5%
13	O=C(O)c1cccc(Cn2c(Cl)c(/C=N/NC(=O)c3ccccc3O)sc2=O)c1	i	6.3%	1.8%	-0.7%	-10.0%	-3.9%	-1.2	2.5%	6.0%
14	Cn1cc([N+](=O)[O-])c(C(=O)Nc2cnn(Cc3ccc(F)cc3)c2)n1	i	8.4%	-1.8%	0.1%	90.0%[activator]	12.4%	-1.8	-5.5%	5.3%
15	CCCCCCCC(=O)NNC(=O)c1ccc([N+](=O)[O-])cc1	i	x	-0.3%	-1.2%	25.0%	-0.4%	0.6	-7.9%	-7.1%
16	CCOc1cc(C(=O)N(C)c2ccccc2)cc(OCC)c1OCC	i	5.2%	3.8%	0.2%	-17.2%	-2.4%	-1.6	-2.7%	0.5%
17	CCOc1ccc(C(=O)Nc2cccc(-c3nc4cccnc4s3)c2C)cc1OCC	x	10.3%	x	0.5%	-25.9%	x	x	-1.7%	x

Next results follow.
# | SMILES | Akt phos inh | Nrf2 inh | Mm-Cpn inhibitor | Nrf2 activator | TGFb inhibitor
21 | Cc1ccccc1C1CCCN(Cc2nc(CC3CC3)no2)C1 (centres undefined) | i | -19.9% | 0.8% | 0.4% | -4.3%
22 | Cc1ccc(NC(=O)CSC2=C(C#N)C(c3ccco3)C3=C(CC(C)(C)CC3=O)N2)cc1 (centres undefined) | i | u | 0.6% | 0.1% | u
23 | COc1ccc(S(=O)(=O)N2CCCC2)cc1Br | i | -7.1% | 1.6% | -0.5% | 2.3%
24 | O=C(CN1CCN(CC(=O)Nc2ccccc2Cl)CC1)NCC1(N2CCOCC2)CCCCC1 | i | -1.2% | 1.4% | -0.1% | 4.6%

# | EPAC2 antagonist | CCT chaperon mod | A549 tox | EPAC2 ag
21 | 0.5% | 0.2 | 2.0% | 9.6%
22 | -8.5% | -1.3 | -15.8% | -1.0%
23 | -1.8% | -7.7 | 0.3% | 0.3%
24 | 19.3% | 0.8 | -2.0% | 5.7%
